CRFBP-R2 block – CRF-BP/CRF-R2 complex antagonism; HEK293 CRF-R2/CRF-BP, CRF-induced calcium fluorescence; inhibition, % at 11.8 µM; actives 0.59% (n = 350,000);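 active = inhibition of the ligand-induced calcium signal above about 50% at the single tested concentration, limit read from the data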
CRFBP-R2 agonist – agonists of human CRF-binding protein/CRF-R2 receptor complex; HEK293 CRF-R2/CRF-BP, calcium dye fluorescence (FLIPR); percent of saturating CRF peptide response; activation, % at 13.2 µM; AID 588473; actives 0.46% (n = 350,000);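 active = activation of at least 50%, plus an integration ratio under a set limit after plate pattern correction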;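 note: plate controls were neutral control wells without compound for no effect and CRF at EC100 for full effect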
GalR3 antag – blocks the human galanin receptor 3. actives 0.44% (n = 360,000). AID 651719. HEK293 GalR3-CNG cAMP membrane potential fluorescence; galR3 body fused to GalR1 C-terminus. O60755. inhibition, % at 3 µM;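 active = inhibition above the screen-wide average plus 3 SD, cut at about 13% in these data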;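 note: forskolin and galanin both at EC90 stimulate the cells; cAMP rise reported by CNG channel membrane potential dye signal; 0% = forskolin plus galanin with DMSO and 100% = forskolin alone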
Target sequence (O60755 1-299 limits assumed): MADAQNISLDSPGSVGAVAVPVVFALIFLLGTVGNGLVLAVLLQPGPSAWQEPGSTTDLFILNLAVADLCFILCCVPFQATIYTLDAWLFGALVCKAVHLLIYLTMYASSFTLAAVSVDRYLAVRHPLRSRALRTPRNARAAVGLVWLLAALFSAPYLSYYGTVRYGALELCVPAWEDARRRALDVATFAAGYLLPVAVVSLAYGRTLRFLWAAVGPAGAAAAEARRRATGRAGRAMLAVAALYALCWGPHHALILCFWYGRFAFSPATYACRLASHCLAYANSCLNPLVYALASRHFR
* marks the source's active call; other numbers are inactive results. These rows are one share of the data; rates above refer to the full screens.

SMILES	CRFBP-R2 block	CRFBP-R2 agonist	GalR3 antag
CN(C(=O)COC(=O)CSc1ccc(C(N)=O)cc1[N+](=O)[O-])C1CCCCC1	14	-0.5	-6
CC(=O)c1cccc(NC(=O)c2cc(=O)[nH]c3ccc(S(=O)(=O)N4CCOCC4)cc23)c1	-4	-2.5	-5
COc1ccc2c(C)cc(=O)oc2c1	-15	-1.6	-2
COc1ccc(CCNCc2ccc(-c3ccccc3)cc2)cc1OC	-6	3.1	-13
CCOC(=O)c1c(C)[nH]c(C(=O)OCC(=O)Nc2sc(C(=O)N(C)C)c(C)c2C(=O)OCC)c1C	87*	2.6	-6
Cc1cc(C(=O)NCC2CCCO2)sc1C (centres undefined)	6	-0.4	-5
Cc1ccc(C(=O)NC(Cc2ccccc2C(F)(F)F)C(=O)O)cc1 (centres undefined)	-8	0.7	-5
NC(=O)c1ccc(NC(=O)COc2cccc3c2CCNC3=O)cc1	-1	0.7	5
CC(C)Oc1ccc(S(=O)(=O)N2CCOCC2)cc1NC(=O)Cc1c(F)cccc1Cl	6	0.8	-5
O=C(COC(=O)c1ccc(C(F)(F)F)cc1)Nc1cccc(S(=O)(=O)NC2=NCCCCC2)c1	7	-0.8	-5
Cc1ccc(-c2nnc(NC(=O)c3ccc([N+](=O)[O-])o3)o2)c(C)c1	9	-0.8	-1
CC(C)CN(C(=O)c1ccco1)C1CCS(=O)(=O)C1 (centres undefined)	9	-0.3	-1
Cc1ccc(-c2csc(NC(=O)c3cccc(C)c3)c2C(=O)O)cc1	28	-0.2	-5
C[C@@H]1CCCCO[C@H](CN(C)C(=O)Nc2ccc(F)cc2)[C@@H](C)CN([C@H](C)CO)C(=O)c2cc(N(C)C)ccc2O1	9	3.0	-5
CC(=O)c1ccc(N(CC(=O)Nc2cc(C)on2)S(=O)(=O)c2ccc(C)cc2)cc1	2	-0.7	0
CN(C(=O)c1ccc2c(c1)S(=O)(=O)N=C1CCCCCN12)c1ccccc1	1	1.3	2
CC(Oc1ccccc1Cl)C(=O)Nc1ccc(S(=O)(=O)N2CCN(C)CC2)cc1 (centres undefined)	7	0.2	-6
O=C(CCNC(=O)c1ccccc1)NCc1ccccc1F	-2	-1.3	-8
CCc1ccc(NC(=O)COC(=O)Cn2cnc3ccccc32)cc1	-2	-0.6	-4
COc1ccccc1/C=C/C(=O)OCC(=O)c1c[nH]c2ccccc12	0	0.6	-5
O=P1(O)CC2=C(CC=CC2)C1	-8	-0.3	-5
Cc1ccc2c(c1)C(=O)C(=O)N2Cc1ccc(C(F)(F)F)cc1	-26	20	4
COc1ccccc1C(CNC(=O)CN1C(=O)NC(C)(c2ccc3ccccc3c2)C1=O)N1CCCC1 (centres undefined)	-14	-0.2	-2
Cc1nn(-c2ccccc2)c(C)c1/C=C/C(=O)OCC(=O)Nc1ccc(S(N)(=O)=O)cc1	0	2.0	-5
O=C(OCc1ccccc1)N1CCC2CC1c1cc(NCCc3ccccc3)ccc12 (centres undefined)	34	1.2	-4
CC1CCCC(NC(=O)c2cccs2)C1C (centres undefined)	3	-0.9	-5
Cc1ccc(OC(C)C(=O)N2CCN(c3ccccn3)CC2)cc1 (centres undefined)	3	0.1	-2
Cc1cc(C)c(C)c(S(=O)(=O)N2CCC(C(=O)NCc3ccco3)CC2)c1C	-12	-0.4	-6
Cc1ccc(C(c2c(NC(=O)c3ccco3)sc(C)c2C)N2CCOCC2)cc1 (centres undefined)	-18	3.8	-9
FC(F)(F)C(F)(F)c1nc2nc(Cl)c(Cl)nc2[nH]1	24	2.9	0
COc1cccc(OC)c1C(=O)NCc1ccco1	3	0.1	-2
CCN(CC(=O)Nc1cc(Cl)ccc1C)C(=O)CN1C(=O)NC(CC)(c2ccccc2)C1=O (centres undefined)	-1	0.3	-4
COc1cc(SC)ccc1C(=O)NNC(=O)C1COc2ccccc2O1 (centres undefined)	5	-1.4	-8
Cc1ccc(C)c(NC(=O)CN(C)C(=O)C2=NNC(=O)CC2)c1	2	0.9	-1
Cc1ccc(OCCC(=O)OCC(=O)c2ccc3c(c2)NC(=O)CO3)cc1	16	3.6	1
CCCC(=O)NC1=C(Cl)C(=O)c2ccccc2C1=O	-59	-4.6	-8
COc1cccc(CN(C)C[C@H]2OCc3cnnn3CCCC(=O)N([C@@H](C)CO)C[C@@H]2C)c1	-1	-1.0	-4
COc1cc(-c2noc(C)c2C(=O)NCCCn2ccnc2)cc(OC)c1OC	4	-0.5	-4
CN(CC(=O)Nc1ccccc1C(F)(F)F)C(=O)c1cc2c(s1)CCCCC2	-4	-1.9	-2
N#Cc1ccc(OCC(=O)NCC2COc3ccccc3O2)cc1 (centres undefined)	4	0.2	1
C[C@@H]1CN([C@@H](C)CO)C(=O)CCCn2nncc2CO[C@H]1CN(C)C(=O)Nc1ccc(C(F)(F)F)cc1	16	8.5	-2
CC(=O)c1cccc(N2C(=O)CC(N3CCN(S(=O)(=O)c4ccccc4F)CC3)C2=O)c1 (centres undefined)	6	4.1	-4
COc1ccc(OC)c(/C=C/C(=O)OCC(=O)N2CCN(S(=O)(=O)c3ccc(C)cc3C)CC2)c1	-1	2.0	-1
Cc1cc(C)n(C(C)Sc2ccccc2)n1 (centres undefined)	-14	-2.5	-3
COc1cc2ccccc2cc1C(=O)N/N=C/c1cccs1	11	-1.6	-7
CC(C)Cn1c(N)c(C(=O)COC(=O)[C@H](C)NC(=O)c2ccccc2Cl)c(=O)n(C)c1=O	0	-0.5	-1
Cc1ccc(NCCCn2ccc(NC(=O)OCc3ccccc3)nc2=O)cc1C	1	1.3	-2
O=C(CN1C(=O)NC2(CCCC2)C1=O)OCC(=O)c1cccc(Cl)c1	19	-1.0	-4

Looked up one by one from above (2):
SMILES	CRFBP-R2 block	CRFBP-R2 agonist	GalR3 antag
Cc1ccc(NCCCn2ccc(NC(=O)OCc3ccccc3)nc2=O)cc1C	1	1.3	-2
CC(C)Cn1c(N)c(C(=O)COC(=O)[C@H](C)NC(=O)c2ccccc2Cl)c(=O)n(C)c1=O	0	-0.5	-1

Later entries.
SMILES	CRFBP-R2 block	CRFBP-R2 agonist	GalR3 antag
CCCCCCCCNCCS(=O)(=O)NCc1ccc(OC)cc1	-17	-1.6	-7
O=C1CCC(C(=O)Nc2cccc(S(=O)(=O)Nc3ccccc3F)c2)=NN1	-4	-0.8	-5
O=C(CNC(=O)c1ccccc1)Sc1ccccc1	2	-1.9	-5
CC(C)c1ccc(C(=O)OCC(=O)c2c(N)n(C)c(=O)n(C)c2=O)cc1	-38	6.2	-7
CCN(CC(=O)Nc1ccc(NC(C)=O)cc1)C(=O)c1oc2ccccc2c1C	3	0.6	-1
CCN1C(=O)[C@H]2[C@@H](c3ccc(-c4ccc(Cl)c(Cl)c4)c(OC)c3)N[C@@](C)(C(=O)OC)[C@H]2C1=O	-11	-0.4	-5
CCOC(=O)[C@H]1[C@H]2COc3ccccc3[C@@H]2N2C(=O)CNC(=O)[C@@]12C	-13	2.7	8
O=C(OCC(O)C(O)C(O)COC(=O)c1ccccc1)c1ccccc1 (centres undefined)	3	-1.3	-2
CCC(C)N(C(=O)COc1ccc(Cl)c2cccnc12)C1CCS(=O)(=O)C1 (centres undefined)	12	-1.6	-2
CCCc1cc(=O)[nH]c(SCC(=O)Nc2ccc3ccccc3c2)n1	-2	-0.4	1
Cc1csc(SCC(=O)Nc2nccs2)n1	-13	0.2	-3
Cc1c(C2(O)CCCCC2)[nH]c2ccc(C#N)cc12	-13	0.0	3

Reformatted in markdown: part of the list above.
| SMILES | CRFBP-R2 block | CRFBP-R2 agonist | GalR3 antag |
| --- | --- | --- | --- |
| CCC(C)N(C(=O)COc1ccc(Cl)c2cccnc12)C1CCS(=O)(=O)C1 (centres undefined) | 12 | -1.6 | -2 |
| CCCc1cc(=O)[nH]c(SCC(=O)Nc2ccc3ccccc3c2)n1 | -2 | -0.4 | 1 |
| Cc1csc(SCC(=O)Nc2nccs2)n1 | -13 | 0.2 | -3 |
| Cc1c(C2(O)CCCCC2)[nH]c2ccc(C#N)cc12 | -13 | 0.0 | 3 |

Additional compounds.
SMILES	CRFBP-R2 block	CRFBP-R2 agonist	GalR3 antag
CN(CCc1ccccc1)C(=O)c1ccc(NC(=O)Cc2ccc(NC(=O)C3CCN(C(=O)C4CC4)CC3)cc2)cc1	9	4.7	-5
CCOc1ccc(NC(=O)CN(C)C(=O)c2ccc3c(c2)S(=O)(=O)N=C2CCCCCN23)cc1OCC	5	0.6	-2
CCOc1ccc(S(=O)(=O)Nc2cc(NS(=O)(=O)c3ccc(OCC)cc3)cc(C(=O)O)c2)cc1	-2	-0.7	-3
COc1cc(/C=C/C(=O)OCC(=O)NCc2ccc(F)cc2)ccc1O	13	1.0	3
COc1ccc(CCC(=O)Nc2cccc(S(=O)(=O)N3CCCCCC3)c2)cc1	-4	-0.5	-2
CCCCn1c(N)c(N(CCOC)C(=O)c2ccc(C)c(S(=O)(=O)N3CCCCC3)c2)c(=O)[nH]c1=O	-8	0.9	0
O=C(Nc1ncccc1O)c1ccc(S(=O)(=O)N2CCCCCC2)cc1	6	-1.3	-2
O=C(CSc1nc(=O)n2cc(Cl)ccc2n1)Nc1ccc2c(c1)OCCO2	-4	-1.5	-1
Cc1n[nH]c(=O)c2c(NC(=O)CSc3nncs3)oc(C)c12	0	-1.5	-1
O=C1NC(Cc2ccccc2)c2nc3cc(F)ccc3c(=O)n2-c2cc3ccccc3cc21 (centres undefined)	-2	0.2	-7
Cc1nc2ccc(NS(=O)(=O)c3c(F)cc(F)cc3Br)cc2s1	-4	0.5	-8
CCCCCCn1c(=O)n2n(c1=O)C[C@]1(OC(=O)NCc3ccc(OC)c(OC)c3)CN(S(=O)(=O)c3ccc(C)cc3)C[C@]1(O)C2	5	-1.0	-2
CC1=NN(C(=O)c2ccncc2)C(=O)C1N=Nc1ccc2ccccc2c1 (centres undefined)	-15	-6.8	-2
N#C/C(=C/C1=C(N2CCOCC2)C(=C/c2ccccc2)/CC1)C(=O)Nc1ccccc1F	-87	24	1
O=C(COC(=O)c1cnccn1)Nc1ncc(C(F)(F)F)cc1Cl	3	-0.6	2
Cc1csc(CNc2ncnc3ccc(-c4ccc5c(c4)OCCO5)cc23)c1	3	0.1	-2
CC(C)CN(C(=O)COC(=O)CCc1nc2ccccc2s1)c1c(N)n(Cc2ccccc2)c(=O)[nH]c1=O	22	-1.8	-2
CCN(C(=O)CSc1nccn1C)c1cccc2ccccc12	2	-0.9	-3
COc1ccc(NS(=O)(=O)c2ccc(N3CCOCC3)c(NC(=O)/C=C/C(=O)O)c2)cc1	7	-1.8	-8
C/C=C/c1ccc(OCC(=O)N(C)CC(=O)Nc2ccc(F)cc2)c(OC)c1	-2	-2.2	-1
Cc1cc(/C=N/NC(=O)c2ccoc2C)cc(C)c1O	68*	0.3	2
Cc1sc2nc(CSCC(=O)N3CC(C)OC(C)C3)[nH]c(=O)c2c1C (centres undefined)	18	0.8	-4

Another view of three compounds above.
Second line of a record: CRFBP-R2 block | CRFBP-R2 agonist | GalR3 antag
- CC1=NN(C(=O)c2ccncc2)C(=O)C1N=Nc1ccc2ccccc2c1 (centres undefined)
→ -15 | -6.8 | -2
- N#C/C(=C/C1=C(N2CCOCC2)C(=C/c2ccccc2)/CC1)C(=O)Nc1ccccc1F
→ -87 | 24 | 1
- O=C(COC(=O)c1cnccn1)Nc1ncc(C(F)(F)F)cc1Cl
→ 3 | -0.6 | 2

Screens deposited in PubChem BioAssay by several laboratories.
